Screening data deposited in PubChem BioAssay by National Center for Advancing Translational Sciences (NCATS).
ATXN2 expr inh – ATXN2 expression inhibition | HEK-293 ATXN2-luciferase reporter, luminescence, 24 h | hit rate 0.72% among 360,000 | Potency, µM (doses to about 57 µM), for inactives: top-dose activity change, negative = inhibition, usual class: inhibitors; note: potency is the fitted concentration of half-maximal effect; % is set by controls: 0 for no effect and ±100 for the full control effect; nearly all actives have a fitted effect of over 55% in size
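qHTS (up to 57 uM final) was run with 24 h compound exposure of reporter cells at 37 °C. Each well was multiplexed: SteadyGlo luminescence measured ATXN2-luciferase expression after a fluorogenic Gly-Phe-AFC viability readout (25 uM final).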
HT1080 IDH1KD tx – HT-1080 IDH1 knockdown cell toxicity (counter line). Potency, µM (top dose mostly 46.1 µM), without a hit: at the highest dose activity, negative = toxicity, most hits filed as cytotoxic. HT-1080 IDH1 knockdown viability, ATP luminescence, 48 h. hit rate 2% among 360,000;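 note: potency is the fitted concentration of half-maximal effect; 0% = DMSO wells and -100% = cell-free medium wells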
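HT-1080-IDH1KD cells (IDH1 knocked down), 750/well in RPMI with 5% FBS, treated with compound 48 h at 37 degrees C. Viability by CellTiter-Glo luminescence, normalised to DMSO and no-cell wells; concentration-response curves classed.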
HT1080-NT tox – kills 2HG-producing HT-1080-NT fibrosarcoma cells; HT-1080-NT fibrosarcoma viability, CellTiter-Glo ATP luminescence, 48 h; Potency, µM (top dose mostly 46.1 µM), for inactives: top-dose activity, negative = less viability, actives largely listed as cytotoxic; hit rate 1.6% among 360,000;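 note: NT is the 2HG producing partner of a matched IDH1 knockdown line; potency is the fitted concentration of half-maximal effect; 0% = DMSO-treated cells and -100% = media-only wells without cells; nearly all actives have a fitted effect of over 55% in size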
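Viability by CellTiter-Glo luminescence after 48 h compound exposure at 37C of HT-1080-NT cells (750/well, RPMI, 5% FBS). % activity scaled between DMSO wells and medium-only wells, then curve-fitted and categorized by curve class.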
KB-3-1 cytotox – KB-3-1 parental cell cytotoxicity; Potency, µM (doses to about 46.1 µM), without a hit: top-dose activity change, negative = cytotoxic, most hits filed as cytotoxic; hit rate 1.4% among 400,000; KB-3-1 viability, CellTiter-Glo ATP luminescence, 72 h; AID 1347075; note: potency is the fitted concentration of half-maximal effect; % is set by controls: 0 for no effect and ±100 for the full control effect; nearly all actives have a fitted effect of over 60% in size
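KB-3-1 parental drug-naive adenocarcinoma cells in DMEM/10% FBS, incubated 72 h at 37 C with pin-transferred compounds across a concentration series. Viability by CellTiter-Glo luminescence; concentration-response curves fitted after normalization.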
SW480 rerep – inducers of DNA re-replication in SW480 colon cancer cells; SW480 DNA re-replication, Hoechst DNA content imaging, 48 h; Potency, µM (titrated, usually from 46.1 µM), for inactives: top-dose re-replication activation, hits mostly activators; hit rate 1.8% among 340,000; note: potency is the fitted concentration of half-maximal effect; % of control where 0% means no effect; nearly all actives have a fitted effect of over 55% in size
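Quantitative HTS format with DMSO vehicle controls; 48 hr drug incubation at 37 C, then 40 min Hoechst staining and scanning imager measurement at 405 nm excitation.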
WRN inhibitor – blocks human WRN helicase | Q14191 | WRN helicase unwinding, fluorescent forked duplex, kinetic | Potency, µM (doses to about 114 µM), for the others: at the highest dose activity change, negative = inhibition, hits mostly inhibitors | hit rate 0.46% among 360,000 | AID 651768; note: potency is the fitted concentration of half-maximal effect; % is set by controls: 0 for no effect and ±100 for the full control effect; nearly all actives have a fitted effect of over 55% in size
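Primary qHTS, 1536-well format. 20 nM WRN + compound, 15 min RT; start with 100 nM forked fluorophore/quencher duplex, 2 mM ATP (final); kinetic read ex 525/em 598 nm.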
KB-V1 MDR tox – KB-V1 MDR subline cytotoxicity; KB-V1 MDR cells viability, CellTiter-Glo, 72 h; Potency, µM (doses to about 46.1 µM), for inactives: at the highest dose activity change, negative = cytotoxicity, most hits filed as cytotoxic; AID 1347076; hit rate 3.4% among 400,000; note: potency is the fitted concentration of half-maximal effect; % is set by controls: 0 for no effect and ±100 for the full control effect; nearly all actives have a fitted effect of over 60% in size
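Cytotoxicity toward P-gp-expressing KB-V1 cells was determined as loss of CellTiter-Glo luminescence after 72 h at 37 degrees C. Compounds were tested in quantitative HTS format across a concentration range, with curves fitted to normalized data.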
IL1B secr inh – inhibitors of inflammasome signaling (IL-1 beta secretion); THP-1 LPS/ATP IL-1B secretion, AlphaLISA, 16 h; active compounds read low; activity change, % at 57.5 µM; hit rate 4.7% among 360,000; AID 743279; in the data active = activity change below about -50%; inconclusive = mostly about -30% to -49%; note: % is set by controls: 0 for no effect and ±100 for the full control effect
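Secreted IL-1B measured by AlphaLISA bead assay after 16 h compound exposure of THP-1 cells; compounds (final up to 57.5 uM) added 1 h before LPS (250 ng/mL) and ATP (1.25 mM) stimulation; lower signal means less secretion.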
MCF10A rereplic – DNA re-replication induction in MCF 10a cells | MCF 10A DNA re-replication, Hoechst nuclear intensity, 48 h | Potency, µM (doses to about 46.1 µM), without a hit: top-dose activity, positive = re-replication, usual class: activators | hit rate 2.9% among 350,000 | AID 624296; note: potency is the fitted concentration of half-maximal effect; % of control where 0% means no effect; nearly all actives have a fitted effect of over 50% in size
Starred values were filed as active, the others as inactive; [ ] = another dose, or the depositor's remark. Unless noted, calls come from the whole dose curve; as a rule, active = well fitted curve in the direction sought with a large enough effect; inconclusive = small, poorly fitted or top-dose-only effect, or another doubt; inactive = no such curve, though single readings can be large; an effect the other way counts as inactive or inconclusive.

How did COc1ccc(-c2c(=O)n(OCc3ccccn3)c3ccccc3[n+]2[O-])cc1OC do in these assays?
ATXN2 expr inh: 1%; HT1080 IDH1KD tx: 3%; HT1080-NT tox: 0%; KB-3-1 cytotox: 0%; SW480 rerep: -2%[9.22 µM]; WRN inhibitor: -1%; KB-V1 MDR tox: -25%; IL1B secr inh: 3; MCF10A rereplic: 16%

Results for COc1ccc(CCNC(=O)Cn2c(=O)n(Cc3ccco3)c(=O)c3ccc(Cl)cc32)cc1OC ?
ATXN2 expr inh: 2%; HT1080 IDH1KD tx: 11%; HT1080-NT tox: 0%; KB-3-1 cytotox: -13%; SW480 rerep: inconclusive; WRN inhibitor: 10%; KB-V1 MDR tox: -5%; IL1B secr inh: -3; MCF10A rereplic: -13%

Results for C/C(=N\NC(=O)CNc1cccc(Cl)c1C)C1CC1 ?
ATXN2 expr inh: -7%[11.3 µM]; HT1080 IDH1KD tx: -7%; HT1080-NT tox: -10%; KB-3-1 cytotox: 2%; SW480 rerep: -6%; WRN inhibitor: -5%; KB-V1 MDR tox: inconclusive; IL1B secr inh: -3; MCF10A rereplic: 0%

What do the screens show for `Cc1cc(C)cc(OCC(=O)NCc2cc(C)nc3ccccc23)c1`?
HT1080 IDH1KD tx: -5%; HT1080-NT tox: -3%; KB-3-1 cytotox: 1%; SW480 rerep: inconclusive; WRN inhibitor: 8%; KB-V1 MDR tox: 1%; IL1B secr inh: 15; MCF10A rereplic: -1%

Results for O=C(CN1CCC(C(=O)c2cccc(Cl)c2)CC1)Nc1cccc(C(=O)O)c1 ?
ATXN2 expr inh: -20%; HT1080 IDH1KD tx: 3%; HT1080-NT tox: 13%; KB-3-1 cytotox: 2%; SW480 rerep: -31%[inhibitor]; WRN inhibitor: -4%; KB-V1 MDR tox: 12%; IL1B secr inh: 0; MCF10A rereplic: 16%

Results for CCCCN1C(=O)C(CC(=O)NCC2CCCCC2)CC(C(=O)N2CCCCCC2)=C1C (stereo not drawn) ?
HT1080 IDH1KD tx: 0%; HT1080-NT tox: 3%; WRN inhibitor: 11%; KB-V1 MDR tox: inconclusive

How did CC(=O)Nc1ccc(S(=O)(=O)NCCC(=O)Nc2ccc(C)c(F)c2)cc1 do in these assays?
ATXN2 expr inh: 0%; HT1080 IDH1KD tx: 10%; HT1080-NT tox: -1%; KB-3-1 cytotox: 9%; SW480 rerep: -3%; WRN inhibitor: -14%; KB-V1 MDR tox: -21%; IL1B secr inh: 30; MCF10A rereplic: -1%

What do the screens show for `COc1ccc(N2CCN(c3nc(=S)n(-c4ccccc4)c(C)c3C(C)=O)CC2)cc1`?
ATXN2 expr inh: 5%; HT1080 IDH1KD tx: 0%; HT1080-NT tox: -12%; KB-3-1 cytotox: -9%; SW480 rerep: 16%; WRN inhibitor: 299%[activator]; KB-V1 MDR tox: -3%; IL1B secr inh: 28; MCF10A rereplic: -12%

How did CN1CCN(CC(=O)Nc2sc3c(c2C(=O)Nc2ccccc2)CCCC3)CC1 do in these assays?
ATXN2 expr inh: -22%; HT1080 IDH1KD tx: inconclusive; HT1080-NT tox: -23%; KB-3-1 cytotox: -5%; SW480 rerep: -3%; WRN inhibitor: 11%; KB-V1 MDR tox: 0%; IL1B secr inh: inconclusive; MCF10A rereplic: -3%

Results for Nn1c(CSc2ccccn2)nc2ccccc2c1=O ?
ATXN2 expr inh: 23%; HT1080 IDH1KD tx: 10%; HT1080-NT tox: 3%; KB-3-1 cytotox: -3%; SW480 rerep: -4%; WRN inhibitor: 2%; KB-V1 MDR tox: -1%; IL1B secr inh: 6; MCF10A rereplic: -5%

What do the screens show for `Cc1sc2ncnc(OCC(=O)N3CC(=O)Nc4ccccc43)c2c1C`?
ATXN2 expr inh: -18%; HT1080 IDH1KD tx: -7%; HT1080-NT tox: -21%; KB-3-1 cytotox: 5%; SW480 rerep: -8%; WRN inhibitor: 6%; KB-V1 MDR tox: -14%; IL1B secr inh: 49; MCF10A rereplic: 3%

What do the screens show for `O=C(N/N=C\c1ccccn1)c1cccc(C(=O)N/N=C\c2ccccn2)n1`?
ATXN2 expr inh: -6%; HT1080 IDH1KD tx: -14%; HT1080-NT tox: 5%; KB-3-1 cytotox: 0%; SW480 rerep: 1%; WRN inhibitor: -1%; KB-V1 MDR tox: inconclusive; IL1B secr inh: 23; MCF10A rereplic: 5%

The closing 2 compounds of the section before come first, to join the parts.
What do the screens show for `Cc1sc2ncnc(OCC(=O)N3CC(=O)Nc4ccccc43)c2c1C`?
ATXN2 expr inh: -18%; HT1080 IDH1KD tx: -7%; HT1080-NT tox: -21%; KB-3-1 cytotox: 5%; SW480 rerep: -8%; WRN inhibitor: 6%; KB-V1 MDR tox: -14%; IL1B secr inh: 49; MCF10A rereplic: 3%

What do the screens show for `O=C(N/N=C\c1ccccn1)c1cccc(C(=O)N/N=C\c2ccccn2)n1`?
ATXN2 expr inh: -6%; HT1080 IDH1KD tx: -14%; HT1080-NT tox: 5%; KB-3-1 cytotox: 0%; SW480 rerep: 1%; WRN inhibitor: -1%; KB-V1 MDR tox: inconclusive; IL1B secr inh: 23; MCF10A rereplic: 5%

Results for CN(C)CCn1c(=O)n(-c2ccc(F)cc2)c(=O)c2c3c(sc21)CCCCC3 ?
ATXN2 expr inh: -16%; HT1080 IDH1KD tx: 0%; HT1080-NT tox: 13%; KB-3-1 cytotox: 2%; SW480 rerep: -6%; WRN inhibitor: -7%; KB-V1 MDR tox: -19%; MCF10A rereplic: inconclusive

What do the screens show for `C[C@H]1CN([C@@H](C)CO)C(=O)CCCn2nncc2CO[C@H]1CN(C)S(=O)(=O)c1cccc(C#N)c1`?
ATXN2 expr inh: 5%; HT1080 IDH1KD tx: 4%; HT1080-NT tox: 5%; KB-3-1 cytotox: 3%; WRN inhibitor: -2%; KB-V1 MDR tox: -10%; IL1B secr inh: 22

How did CSc1ccc(CN2CCN(C(=O)CC(C)C)CC2)cc1 do in these assays?
ATXN2 expr inh: -16%; HT1080 IDH1KD tx: -15%; HT1080-NT tox: 7%; KB-3-1 cytotox: inconclusive; SW480 rerep: -7%; WRN inhibitor: -1%; KB-V1 MDR tox: 7%; IL1B secr inh: -8; MCF10A rereplic: 11%

Results for O=C(c1cn(-c2ccccc2)nc1-c1cccs1)N1CCN(c2ccccn2)CC1 ?
ATXN2 expr inh: 28%; HT1080 IDH1KD tx: -14%; HT1080-NT tox: -5%; KB-3-1 cytotox: inconclusive; SW480 rerep: 16%; WRN inhibitor: -5%; KB-V1 MDR tox: inconclusive; IL1B secr inh: 4; MCF10A rereplic: 19%

Results for CCOc1cc(NC(=O)c2ccco2)c(OCC)cc1NC(=O)c1cc(OC)c(OC)c(OC)c1 ?
ATXN2 expr inh: -32%; HT1080 IDH1KD tx: inconclusive; HT1080-NT tox: -24%; KB-3-1 cytotox: inconclusive; SW480 rerep: inconclusive; WRN inhibitor: 1%; KB-V1 MDR tox: inconclusive; IL1B secr inh: -8; MCF10A rereplic: inconclusive

Results for O=C(Cc1cccc(NC(=O)C2CCN(C(=O)C3CCCC3)CC2)c1)Nc1cccc(C(=O)N2CCOCC2)c1 ?
ATXN2 expr inh: 17%; HT1080 IDH1KD tx: 8%; HT1080-NT tox: 1%; KB-3-1 cytotox: 0%; SW480 rerep: -7%; WRN inhibitor: 0%; KB-V1 MDR tox: 0%; IL1B secr inh: -21; MCF10A rereplic: 8%

What do the screens show for `CN1/C(=C\C(=O)c2cccc([N+](=O)[O-])c2)Sc2ccccc21`?
ATXN2 expr inh: 17%; HT1080 IDH1KD tx: 1%; HT1080-NT tox: -3%; KB-3-1 cytotox: 0%; SW480 rerep: 2%; WRN inhibitor: -35%; KB-V1 MDR tox: -26%; IL1B secr inh: 14; MCF10A rereplic: 0%

Results for O=C(NCC1CCCN1S(=O)(=O)c1cccs1)c1cccc(F)c1 (stereo not drawn) ?
ATXN2 expr inh: -6%; HT1080 IDH1KD tx: -3%; HT1080-NT tox: -1%; KB-3-1 cytotox: 0%; SW480 rerep: inconclusive; WRN inhibitor: -9%; KB-V1 MDR tox: inconclusive; IL1B secr inh: 3; MCF10A rereplic: 3%

Results for COc1ccc([N+](=O)[O-])cc1NC(=O)Nc1cccc(Cl)c1 ?
ATXN2 expr inh: inconclusive; HT1080 IDH1KD tx: -5%; HT1080-NT tox: -20%; KB-3-1 cytotox: 5.2µM*; SW480 rerep: inconclusive; WRN inhibitor: -10%; KB-V1 MDR tox: 2.9µM*; IL1B secr inh: -19; MCF10A rereplic: 0%

What do the screens show for `O=[N+]([O-])c1ccc2nc(-c3ccccc3)n(OCc3ccc(Cl)cc3)c2c1`?
ATXN2 expr inh: 22%; HT1080 IDH1KD tx: -17%; HT1080-NT tox: -24%; KB-3-1 cytotox: 11%; SW480 rerep: -3%; WRN inhibitor: -15%[57.1 µM]; KB-V1 MDR tox: 4%; IL1B secr inh: 4; MCF10A rereplic: 13%

Results for N#Cc1cccc(S(=O)(=O)NCC(=O)OCC(=O)NCc2ccccc2)c1 ?
ATXN2 expr inh: 1%; HT1080 IDH1KD tx: -1%; HT1080-NT tox: 9%; KB-3-1 cytotox: 14%; SW480 rerep: -37%[inhibitor]; WRN inhibitor: -9%; KB-V1 MDR tox: inconclusive; IL1B secr inh: -4; MCF10A rereplic: -3%

Results for Cc1noc(C)c1S(=O)(=O)N(Cc1ccccc1)C(C)C ?
ATXN2 expr inh: 15%; HT1080 IDH1KD tx: 1%; HT1080-NT tox: 0%; KB-3-1 cytotox: 2%; SW480 rerep: -12%; WRN inhibitor: -4%; KB-V1 MDR tox: 10%; IL1B secr inh: 23; MCF10A rereplic: 0%
